TbREL1 inh – TbREL1 inhibition, primary screen; P86926; TbREL1 RNA ligation, FRET fluorescence; inhibition, % at 9.66 µM; actives 0.49% (n = 89,000); AID 1117264;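 active = inhibition above the mean inhibition across all screened compounds plus 3 SD, cut at about 11% in these data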;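 note: 0% = plate median of test wells and 100% = NSC42067 control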
Target sequence (P86926 whole entry, looked up): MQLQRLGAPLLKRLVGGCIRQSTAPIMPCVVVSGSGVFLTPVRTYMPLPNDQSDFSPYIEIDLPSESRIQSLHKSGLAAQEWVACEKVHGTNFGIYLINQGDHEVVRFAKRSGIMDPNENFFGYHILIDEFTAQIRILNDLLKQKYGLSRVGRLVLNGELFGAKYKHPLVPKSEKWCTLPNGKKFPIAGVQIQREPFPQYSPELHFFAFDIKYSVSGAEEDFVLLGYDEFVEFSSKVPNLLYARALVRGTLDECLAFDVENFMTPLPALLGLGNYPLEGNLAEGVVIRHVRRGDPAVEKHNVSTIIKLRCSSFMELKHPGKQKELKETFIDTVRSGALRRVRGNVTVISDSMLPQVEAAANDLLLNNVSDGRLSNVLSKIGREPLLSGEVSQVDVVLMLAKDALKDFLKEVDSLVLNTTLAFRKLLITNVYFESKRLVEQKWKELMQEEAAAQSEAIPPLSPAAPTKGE
* hit, by the source's call. Not all compounds are listed, so the mix of outcomes need not match the whole.

TbREL1 inh	canonical_smiles
-0.7	O=C(Nc1ccccc1)N1CCc2ccccc21
3.9	Cc1ccccc1OCc1n[nH]c(=S)n1-c1ccccc1
-0.3	CCCC(C)NCC(=O)Nc1ccccc1-c1ccccc1 (stereo not drawn)
10.4	CC(C)C[C@H](NC(=O)c1[nH]cnc1C(=O)Nc1ccc(CNC(=O)OC(C)(C)C)cc1)C(=O)OC(C)(C)C
-0.8	CCCN(CCC)C(=O)Cn1c(=O)n(CCCCC(=O)NC2CCCC2)c(=O)c2ccccc21
6.3	CC(C)C(=O)Nc1nnc(CCc2nnc(NC(=O)C(C)C)s2)s1
1.3	O=C(CCCC(=O)NN=Cc1ccc(Cl)cc1Cl)NN=Cc1ccc(Cl)cc1Cl
1.4	CC(=O)c1sc(NC(=O)c2ccccc2)nc1-c1ccccc1
-0.9	CC12CCC(C)(c3nc4ccccc4nc31)C2(C)C
0.8	NC(=O)NCCc1ccccc1
-2.1	C=CC[C@@H](CC(=O)N[C@@H](CO)Cc1ccccc1)C(=O)N[C@@H](C)COC(=O)[C@@H](CC=C)Cc1ccc(F)cc1
-2.9	CCn1c(C(=O)N2CCCC(C(=O)NCCCc3ccccc3)C2)cc2sccc21 (stereo not drawn)
-2.3	O=C(NC(=S)Nc1cc(S(=O)(=O)N2CCOCC2)ccc1N1CCOCC1)c1ccco1
2.3	Cc1cc(-c2ccccc2)nc(N(C)NC(=O)C2CC2)c1S(C)(=O)=O
-3.2	COc1ccc(N2CCN(C(=O)c3ccccc3NS(=O)(=O)c3ccc(C)cc3)CC2)cc1
-4.6	COc1ccc(NS(=O)(=O)c2c(C)cc(C)cc2C)cn1
-3.9	Cc1ccc(-c2cc(-c3ccco3)c3c(N)c(C(=O)NN)oc3n2)cc1
8.2	C=CCC1NS(=O)(=O)OC2CCCCC12 (stereo not drawn)
1.8	COc1ccc(C(C)=O)cc1Cn1c(C)c(C(=O)NC2CC2)sc1=O
-0.5	CCOC(=O)C1=NNC(C(=O)OCC)C1C(=O)OCC (stereo not drawn)
0.3	O=C(NCc1nc2ccccc2[nH]1)C1=C[C@H](C2CCCCC2)C[C@H](OCc2ccc(CO)cc2)O1
-1.2	Clc1cccc(-c2ccc(/C=N/n3cnnc3)o2)c1
0.4	CCCCOc1ccc(C(=O)NCC(=O)N2CCN(C(=O)c3ccco3)CC2)cc1
6.1	CCOCc1nnc(NC(=O)COc2ccc3c(c2)OCO3)s1
-1.1	Cc1cccc(N2CN(Cc3ccco3)CNC2=S)c1C
7.8	N#CC1(NC(=O)CN2c3cccc4cccc(c34)S2(=O)=O)CCCCC1
0.9	CC1=C(C(=O)Nc2ccccc2)C(c2ccc(C(C)C)cc2)N2C(=O)CSC2=N1 (stereo not drawn)
7.1	CCOc1ccc(S(=O)(=O)N2CCC(C(=O)NCc3ccccc3CN3CCCC3)CC2)cc1
4.7	Cc1nn(CC(=O)NC2C(=O)N3C(C(=O)O)=C(CSc4nnnn4C)CSC23)cc1Br (stereo not drawn)
-0.2	Cc1ccc(C)c(-n2nnnc2SCC(=O)Nc2c(C)n(C)n(-c3ccccc3)c2=O)c1
0.4	Cc1cccc(OCc2nc(C#N)c(NCc3ccc4c(c3)OCO4)o2)c1
-4.7	O=C(CN1CC[C@@]2(O)CCCC[C@H]2[C@@H]1c1ccc(F)cc1)NCc1ccco1
-0.7	O=C(CNC1=NCCC1)c1ccc2c(c1)OCCO2
-11.4	O=c1cc(-c2ccccc2)[nH]n1-c1nc2ccccc2[nH]1
0.4	CCOc1ccc(Nc2nc3c(c(=O)[nH]2)CCC3)cc1
-1.4	CCOC(=O)N1CCN(c2nc(C)c3c(n2)CCCC3=O)CC1
-0.1	C=CCn1c(SCc2ccc(C#N)cc2)nnc1-c1ccccc1
-3.6	COc1ccc(C(O)(C(=O)NNc2ccc(C)cc2)c2cccs2)cc1 (stereo not drawn)
1.9	O=S(=O)(/N=C(\c1ccccc1)N1CCOCC1)c1ccc(Cl)cc1
-0.2	Cc1csc(NC(=O)Cn2nc(C)c([N+](=O)[O-])c2C)n1
3.1	Cn1c(CCC(=O)Nc2ccccc2F)nnc1SCC(=O)Nc1ccccc1Cl
0.8	COc1cccc(-c2cc(C(F)(F)F)nc(-n3cncn3)n2)c1
1.3	CC(Sc1nc(N)cc(=O)[nH]1)C(=O)NNC(=O)c1cccc(Cl)c1 (stereo not drawn)
2.7	Cc1ccc(C(=O)O/N=C(\N)Cc2cccs2)cc1[N+](=O)[O-]
-2.2	Cc1cccc(NC(=O)C2CCCN(S(=O)(=O)c3cccs3)C2)c1C (stereo not drawn)
-0.2	CNC(=S)NNC(=O)COc1ccccc1C
-0.4	CC(O)[C@H]1CNC(=O)C(=O)N1CCCCC1CCCCC1 (stereo partly drawn)
-1.0	CC(C)c1nc2sc3ccccc3c(=O)c2c(=O)n1Cc1ccccc1
5.1	CC1=NN(c2ccccc2)C(=O)C1C(=O)c1ccc(Cl)cc1 (stereo not drawn)
0.8	CCOC(=O)[C@@]12CCC3=C1N(CCC3)C(=O)[C@H](CC(=O)N1CCOCC1)C2
0.0	O=C(CCc1nc2ccccc2c(=O)[nH]1)OCc1ccccc1F
1.0	CC(C)n1nc(C(=O)NCCc2ccc(S(N)(=O)=O)cc2)c2ccccc2c1=O
3.2	O=C1c2ccccc2N[C@@H]2C=CC[C@@H]2N1O
3.4	O=C(NCC1OCCCN1S(=O)(=O)c1ccc(F)cc1)C(=O)NC1CCCC1 (stereo not drawn)
-4.1	O=C(N/C(=C\c1ccco1)C(=O)N1CCCC1)c1cccs1
-0.9	COc1cc2c(cc1OC)C(C)N(C(=O)c1cc3c(C)cc(C)cc3[nH]1)CC2 (stereo not drawn)
3.6	COc1cccc(-c2nc3n(n2)C(c2ccccc2Cl)C(C(N)=O)=C(C)N3)c1 (stereo not drawn)
-2.5	O=S1(=O)[C@H]2C[C@@H]3C=C[C@]2(CN1Cc1ccc(C(F)(F)F)cc1)O3
8.2	CCc1nnc(-n2nc(C)cc2-c2ccccc2)n1N
-7.7	Cc1cccc(C(=O)N2CCc3c([nH]c4ccccc34)C2CC(C)C)n1 (stereo not drawn)

Next part:
TbREL1 inh	canonical_smiles
-2.0	CCc1ccc2[nH]c(=O)c(CN(Cc3ccc(OC)cc3)Cc3nnnn3CCOC)cc2c1
0.1	Cc1c(C(=O)N(C)Cc2ccccc2)oc2c(Cl)cccc12
-0.5	C[C@H]1CN([C@@H](C)CO)C(=O)c2cc(NC(=O)C3CCCCC3)ccc2O[C@H]1CN(C)S(=O)(=O)c1ccccc1
-4.9	CCOC(=O)c1c(/N=C/C2C(=O)CCCC2=O)sc(C)c1C
0.6	Cc1cc(NC(=O)COC(=O)c2cc(S(=O)(=O)N(C)c3ccccc3)ccc2Cl)no1
1.1	O=C(COC(=O)C12CC3CC(CC(Br)(C3)C1)C2)Nc1ccc2[nH]c(=O)[nH]c2c1
0.8	COC(=O)c1ccc(NS(=O)(=O)c2ccc(OC)cc2)cc1
-1.2	Nc1ccc(N=Nc2ccc(N)cc2)cc1
-3.2	COc1cc(/C=C(/NC(=O)c2ccccc2)C(=O)Nc2ccccc2)c([N+](=O)[O-])cc1OC
-3.5	NC(=O)c1ncn([C@@H]2O[C@H](C(=O)N[C@H](Cc3c[nH]c4ccccc34)C(=O)N3CCN(CC(=O)N4CCCC4)CC3)[C@@H](O)[C@H]2O)n1
2.9	O=c1oc2ccccc2nc1/C=C(O)/C=C/c1ccc(F)cc1
-0.8	CCn1c(SCc2nc3ccccc3s2)nnc1-c1ccccc1
-1.2	Cc1sc2ncn(CC(=O)N3CCN(c4ccccn4)CC3)c(=O)c2c1S(=O)(=O)N1CCC(C)CC1
1.9	Cc1cc(SCC(=O)c2ccccc2)n2ncc(-c3ccccc3)c2n1
-0.1	N#C/C(=C\c1ccco1)Sc1nc2ccccc2s1
-2.4	O=C(C1CCCN(S(=O)(=O)c2ccccc2)C1)N1CCN(c2ncccn2)CC1 (stereo not drawn)
-0.4	O=C(CNC(=O)/C(=C\c1ccc(Br)cc1)NC(=O)c1ccccc1)OCc1ccccc1
0.0	c1ccc(C2Oc3ccccc3C3CC(c4cccs4)=NN32)cc1 (stereo not drawn)
-1.5	O=C(NCc1ccccn1)c1ccc2c(=O)n(CCc3ccccc3)c(=O)[nH]c2c1
-0.3	CCOc1ccc(OCCNC(=O)c2oc3ccccc3c2COC)cc1
-5.0	O=C(c1ccccn1)N1CCN(c2ccc(C(F)(F)F)cn2)CC1
-4.3	CC(C)C(NC(=O)CN(c1ccc2c(c1)OCCO2)S(=O)(=O)c1ccccc1)C(C)C
1.7	Cc1cccc(Nc2nnc(SCC(=O)c3c(N)n(C4CC4)c(=O)[nH]c3=O)s2)c1C
3.3	O=C(NC1CCCCC1)c1cc(-c2cccs2)on1
-4.3	COc1cccc(CCc2nnc(CCC(=O)NC(C)Cc3cccs3)o2)c1 (stereo not drawn)
-2.5	CC(NCc1ccccc1)C1COc2ccccc2O1 (stereo not drawn)
-2.4	C=CCNC(=O)c1onc(CSc2ccc(F)cc2)c1C(=O)NCC=C
2.0	O=C(Nc1cccnc1)OC1CCCC1
-5.8	O=C1c2ccccc2C(c2nnnn2Cc2ccccc2)N1CCc1c[nH]c2ccccc12 (stereo not drawn)
2.3	COc1cccc(CNC(=O)CSc2nnc3c(n2)[nH]c2ccc(C)cc23)c1

Compounds above with bromine, in the order listed:
TbREL1 inh	canonical_smiles
4.7	Cc1nn(CC(=O)NC2C(=O)N3C(C(=O)O)=C(CSc4nnnn4C)CSC23)cc1Br (stereo not drawn)
1.1	O=C(COC(=O)C12CC3CC(CC(Br)(C3)C1)C2)Nc1ccc2[nH]c(=O)[nH]c2c1
-0.4	O=C(CNC(=O)/C(=C\c1ccc(Br)cc1)NC(=O)c1ccccc1)OCc1ccccc1

Among those listed so far, these contain a CF3 group.
TbREL1 inh	canonical_smiles
0.8	COc1cccc(-c2cc(C(F)(F)F)nc(-n3cncn3)n2)c1
-2.5	O=S1(=O)[C@H]2C[C@@H]3C=C[C@]2(CN1Cc1ccc(C(F)(F)F)cc1)O3
-5.0	O=C(c1ccccn1)N1CCN(c2ccc(C(F)(F)F)cn2)CC1

Additional records.
TbREL1 inh	canonical_smiles
4.1	O=C(c1ccsc1)N1CCN(C(=O)c2cccs2)CC1
0.8	Cn1c(NC(=O)c2ccco2)c(-c2ccc(Cl)cc2)c(=O)c2ccccc21
0.7	COc1ccccc1C1CC(c2ccccc2)=NN1S(=O)(=O)c1ccccc1 (stereo not drawn)
5.0	O=C(CCN1C(=O)COc2ccccc21)N1CCN(c2ccccc2)CC1
-0.3	COCCN(C(=O)c1csnn1)C(C(=O)NC1CCCC1)c1ccccc1 (stereo not drawn)
-2.3	C[C@H]1[C@@H](OC(=O)NC2CCC2)CC[C@@]23CCCN2C(=O)CCC[C@@H]13
-2.2	CCCNC(=O)C1(C)CCCN(Cc2cc3ccccc3o2)C1 (stereo not drawn)
0.2	CCOC(=O)C1CSc2[nH]c(=O)sc2C1c1ccccc1 (stereo not drawn)
-0.9	Cc1cc(C)cc(NS(=O)(=O)c2coc(C(N)=O)c2)c1
-1.4	CC(C)NC(=O)COC(=O)c1ccc(NS(=O)(=O)c2ccc3c(c2)OCCO3)cc1
1.6	N#C/C(=C\c1cccs1)C(=O)Nc1ccccn1
0.4	COC(=O)c1cc(Br)c(=O)n(Cc2cccnc2)c1
-0.8	Cc1ccc(N(CC(=O)Nc2ccccc2C(=O)NCc2ccco2)S(=O)(=O)c2ccccc2)cc1C
6.4	CC(C)n1ncc2c(C(=O)N3CCN(Cc4ccc(Br)s4)CC3)cc(C3CC3)nc21
-2.8	COc1cc(/C=C2\C(=O)N(CCC#N)N=C2C)ccc1OCC(=O)Nc1ccccc1

Shown bar-delimited: entries from further up.
Molecule | TbREL1 inh
O=C(CCN1C(=O)COc2ccccc21)N1CCN(c2ccccc2)CC1 | 5.0
COCCN(C(=O)c1csnn1)C(C(=O)NC1CCCC1)c1ccccc1 (stereo not drawn) | -0.3

Laid out differently: results already given
O=C(c1ccsc1)N1CCN(C(=O)c2cccs2)CC1
  TbREL1 inh: 4.1
Cn1c(NC(=O)c2ccco2)c(-c2ccc(Cl)cc2)c(=O)c2ccccc21
  TbREL1 inh: 0.8
COc1ccccc1C1CC(c2ccccc2)=NN1S(=O)(=O)c1ccccc1 (stereo not drawn)
  TbREL1 inh: 0.7

(listing goes on)
TbREL1 inh	canonical_smiles
2.5	COc1ccc(Cc2c(-c3ccc(Cl)cc3)nc3cc(C)c(Br)c(C)n23)c(C)c1
7.7	O=C(N/N=C/c1cn(-c2ccccc2)nc1-c1cccs1)c1ccncc1
-2.0	O=C(CSc1ncccn1)Nc1ccc2[nH]c(=O)[nH]c2c1
-0.1	COc1cc(/C=N/Nc2nc(C)cc(=O)[nH]2)ccc1OC(=O)c1cccnc1
-1.0	CN(C(=O)CN1CCN(c2cc(-c3ccc(-c4ccccc4)cc3)ncn2)CC1)c1ccccc1
2.0	CC(C)CNS(=O)(=O)c1ccc(S(=O)(=O)N2CCN(CCC#N)CC2)cc1
-2.0	CC(=O)c1ccc(N(CC(=O)NC2CCS(=O)(=O)C2)S(=O)(=O)c2ccc(Cl)cc2)cc1 (stereo not drawn)
3.0	O=C1/C(=C/c2cccc([N+](=O)[O-])c2)CCc2ccccc21
0.1	O=C1OCCC1Sc1nnc(-c2ccco2)o1 (stereo not drawn)
-1.4	Cc1nc2ccc([N+](=O)[O-])cc2s1
-2.8	CCN(CC)C(=O)CSc1nnc(SCc2ccc(Cl)cc2)s1
-1.5	COC(=O)C1CCN(C(=O)Cc2c(OC)ccc3cc(Br)ccc23)CC1
-0.3	CCCCOc1ccc(OCCCC)c2c1NC1(N2)C(=O)N(C(C)=O)c2ccccc21
6.2	Cc1ccc(NC(=O)CCC(=O)NNC(=O)C(C)(C)C)c(C)c1
2.9	CCC(C)NS(=O)(=O)c1ccc(OCC(=O)N2CCCCC2)cc1 (stereo not drawn)
-0.8	CCOC(=O)Cn1c(=O)oc2cc(S(=O)(=O)N3CCn4c3nc3ccccc34)ccc21
-0.3	O=C(CSc1nc2ccccc2[nH]1)Nc1c(F)cccc1F
-1.4	S=C(Nc1ccc(Br)cc1Cl)N1CCN(c2ccccn2)CC1
-2.4	COc1ccccc1NS(=O)(=O)c1ccc(Br)s1
